BLM helicase inh – inhibitors of human Bloom syndrome helicase BLM | P54132 | recombinant BLM DNA unwinding, fluorescence dequenching | Potency, µM (doses to about 56.1 µM), without a hit: top-dose activity change, negative = inhibition, hits mostly inhibitors | hit rate 0.2% among 350,000 | AID 2528;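 also: plate controls were vehicle for no effect and no enzyme for full effect; nearly all actives have a fitted effect of over 35% in size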
PGK inhibitor – T. brucei PGK inhibition; P07378; PGK/GAPDH coupled, Kinase-Glo luminescence, 60 min; hit rate 0.043% among 380,000; Potency, µM (top dose mostly 57.5 µM), inactives show at the top dose activity change, negative = inhibition, hits mostly inhibitors; also: % is scaled to controls: 0 for no effect and ±100 for the full control effect; nearly all actives have a fitted effect of over 60% in size
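Recombinant glycosomal PGK reaction used 1,3-bisphosphoglycerate generated in-well by GAPDH (100nM final) in 100mM TEA pH 7.6, 5mM MgCl2, 0.01% Tween-20. After 60 minutes at room temperature, ATP was read by Kinase-Glo Plus luminescence end-point.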
G9a inh – G9a (human) methyltransferase inhibition; Q96KQ7; Potency, µM (titrated, usually from 102 µM), for the others: top-dose activity, negative = inhibition, hits mostly inhibitors; G9a H3K9 monomethylation, AlphaScreen, 2 h; hit rate 8.8% among 350,000; also: % is scaled to controls: 0 for no effect and ±100 for the full control effect; nearly all actives have a fitted effect of over 75% in size
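Chemiluminescent proximity detection of H3K9 monomethylation, read after 10 min bead incubation in the dark. Reaction: 20 nM G9a, 500 nM biotin-H3K9 peptide, 20 uM SAM cofactor, 2 h, room temperature, following 15 min enzyme-compound preincubation.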
Pin1 inhibitor – blocks the human prolyl isomerase Pin1; Q13526; Pin1 FP peptide displacement, HiFluor488, 10 min; Potency, µM (titrated, usually from 115 µM), for the others: top-dose activity, negative = inhibition, most hits filed as inhibitors; hit rate 0.009% among 390,000; AID 504891; active = well fitted inhibition curve with a large enough effect in the polarisation, with a control signal flat, not every such curve was filed as active; inconclusive = small, poorly fitted or top-dose-only effect, or effect the other way, or a change in a side signal; inactive = no such curve, though single readings can be large or run the other way; the % refers to the polarisation; also: % is scaled to controls: 0 for no effect and ±100 for the full control effect
Target sequence (Q13526 whole entry, looked up): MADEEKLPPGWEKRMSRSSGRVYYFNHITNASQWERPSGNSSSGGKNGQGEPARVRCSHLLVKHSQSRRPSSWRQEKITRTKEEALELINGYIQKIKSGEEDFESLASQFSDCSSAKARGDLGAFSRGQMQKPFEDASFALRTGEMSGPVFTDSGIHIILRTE
HP1b binding inh – HP1-beta chromodomain-methylated histone interaction inhibition. P83916. AlphaScreen HP1-beta / biotin-H3K9me3 peptide binding. Potency, µM (titrated, usually from 114 µM), inactives show top-dose activity change, negative = inhibition, usual class: inhibitors. hit rate 0.56% among 390,000; also: nearly all actives have a fitted effect of over 70% in size; inactives centre near 23
Target sequence (P83916 whole entry, looked up): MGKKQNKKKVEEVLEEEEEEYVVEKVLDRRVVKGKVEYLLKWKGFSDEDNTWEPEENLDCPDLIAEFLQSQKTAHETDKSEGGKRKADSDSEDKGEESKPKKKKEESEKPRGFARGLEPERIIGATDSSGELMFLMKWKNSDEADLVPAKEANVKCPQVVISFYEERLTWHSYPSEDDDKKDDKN
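HP1-beta protein (50 nM final) preincubated 30 min at room temperature with biotinylated H3(1-18)K9me3 peptide (50 nM) in PBS pH 7.4, 0.01% Tween-20, then compound added for 30 min. AlphaScreen streptavidin donor/nickel chelate acceptor beads (10 ug/mL final), 30 min dark, luminescence read.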
BAZ2B block – blocks human BAZ2B; hit rate 4.4% among 360,000; AlphaScreen BAZ2B-H3K14Ac peptide displacement; Potency, µM (top dose mostly 114 µM), inactives show at the highest dose activity change, negative = inhibition, hits mostly inhibitors; AID 504333; also: % is scaled to controls: 0 for no effect and ±100 for the full control effect; nearly all actives have a fitted effect of over 60% in size
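Multi-concentration screen (max 110 uM) measuring displacement of acetylated histone H3 peptide from BAZ2B by AlphaScreen, using 50 nM protein, 50 nM peptide and 10 ug/mL streptavidin donor plus Ni-chelate acceptor beads.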
JMJD2A Tudor inh – inhibitors of human JMJD2A Tudor domain; O75164; AlphaScreen JMJD2A-Tudor / H3K4me3 peptide binding; Potency, µM (doses to about 114 µM), without a hit: top-dose activity change, negative = inhibition, most hits filed as inhibitors; hit rate 4.4% among 390,000; also: % is scaled to controls: 0 for no effect and ±100 for the full control effect; nearly all actives have a fitted effect of over 50% in size
GLS inhibitor – blocks human kidney-isoform glutaminase activity; AID 624170; hit rate 0.21% among 410,000; Potency, µM (series often up to 45.5 µM), for inactives: at the top dose activity change, negative = inhibition, hits mostly inhibitors; GLS enzymatic activity, qHTS titration; O94925; also: % is scaled to controls: 0 for no effect and ±100 for the full control effect
Target sequence (O94925 whole entry, looked up, canonical isoform): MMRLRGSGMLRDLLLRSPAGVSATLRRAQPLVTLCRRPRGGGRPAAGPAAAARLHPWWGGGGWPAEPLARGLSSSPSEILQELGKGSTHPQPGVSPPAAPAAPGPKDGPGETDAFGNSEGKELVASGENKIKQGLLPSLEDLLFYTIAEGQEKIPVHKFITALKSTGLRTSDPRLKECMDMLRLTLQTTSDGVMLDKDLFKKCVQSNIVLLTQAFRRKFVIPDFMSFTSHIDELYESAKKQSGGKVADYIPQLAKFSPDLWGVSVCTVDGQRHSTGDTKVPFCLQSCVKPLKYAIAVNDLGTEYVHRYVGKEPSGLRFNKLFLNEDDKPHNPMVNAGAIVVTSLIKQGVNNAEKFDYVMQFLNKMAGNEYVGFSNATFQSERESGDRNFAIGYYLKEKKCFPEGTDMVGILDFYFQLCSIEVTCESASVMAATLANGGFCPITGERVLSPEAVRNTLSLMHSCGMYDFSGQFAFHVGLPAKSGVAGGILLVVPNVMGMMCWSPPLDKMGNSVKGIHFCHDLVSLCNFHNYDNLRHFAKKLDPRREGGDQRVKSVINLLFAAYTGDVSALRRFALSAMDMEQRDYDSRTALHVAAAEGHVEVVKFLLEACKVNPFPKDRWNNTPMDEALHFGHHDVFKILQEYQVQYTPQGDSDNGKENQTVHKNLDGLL
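Read-out is an Amplex red fluorescence increase coupled through glutamate oxidase and HRP, measured before and after 30 min room-temperature incubation. hKGA is in 45 mM KH2PO4 (pH 8.2) with 0.02% Tween-20; glutamine added as 1mM solution.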
Pol iota inh – DNA polymerase iota (human) inhibition | Q9UNA4 | Potency, µM (titrated, usually from 115 µM), without a hit: at the highest dose activity, negative = inhibition, usual class: inhibitors | AID 588590 | hit rate 1% among 390,000 | Pol iota fluorescent replication assay, 10 min
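Fluorescent replication assay read twice, at 0 min and 10 min after adding 50 nM (final) substrate. Enzyme (10 nM) and compounds were first incubated 15 min at room temperature; enzyme-free buffer wells were negative controls.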
The depositor's hits bear a star; i = inactive; ? = inconclusive; . = not tested or not shown; & = joins results of further samples; [ ] = remark or other dose. Unless noted, calls follow the shape of the dose curve; as a rule, active = well fitted curve in the direction sought with a large enough effect; inconclusive = small, poorly fitted or top-dose-only effect, or another doubt; inactive = no such curve, though single readings can be large; an effect the other way counts as inactive or inconclusive. Potency is read from the fitted curve at half-maximal effect. The list is partial; rates above refer to the full screens.

SMILES	BLM helicase inh	PGK inhibitor	G9a inh	Pin1 inhibitor	HP1b binding inh	BAZ2B block	JMJD2A Tudor inh	GLS inhibitor	Pol iota inh
O=C1Cn2c(nc3ccccc32)N1c1cccc(C(F)(F)F)c1	-4.1%	-6.8%	-7.9%	13.2%	30.6%	9.1%	0.0%	1.8%	-7.3%
O=S(=O)(NCC1COc2ccccc2O1)c1ccc2ccccc2c1 (configuration not stated)	-6.7%	-3.2%	12.0%[59 µM]	7.3%	45.5%[activator]	10.9%	-31.2%[57.1 µM]	5.7%	-2.1%
Cc1cc(C)c(NC(=O)Cn2c(=O)n(-c3ccc(CC(=O)NCC4CCCO4)cc3)c(=O)c3ccccc32)c(C)c1 (configuration not stated)	-3.2%&-7.5%	-0.2%	-1.6%	5.4%&-0.5%	29.0%&14.3%	-3.4%&-0.3%	-11.2%&-9.6%	-2.7%&2.9%	-21.1%&1.0%
O=C(CCCOc1ccc(Cl)cc1Cl)Nc1ccccc1C(=O)O	1.0%	-2.9%	-3.0%	-6.6%	31.6%	-1.1%	-13.3%	2.7%	27.8%
NS(=O)(=O)c1ccc(NC(=O)CSc2ncccn2)cc1	-4.4%	i	.	-1.1%	22.5%	2.0%	4.3%	-1.0%	-3.4%
COc1ccc(NC(=O)CC2C(=O)N(c3cccc(OC)c3)C(=O)N2C(C)C)cc1 (configuration not stated)	0.2%	-6.9%	17.4%	-6.4%	22.2%	-3.8%	-23.8%	-0.6%	6.4%
O=C(NCCCn1ccnc1)c1cc(Br)c(Br)s1	-2.7%	-9.8%	15.6%	-0.9%	26.9%	-36.3%	-22.1%	3.2%	7.5%
Cc1nc(SCC(=O)N2CCOCC2)c2c3c(sc2n1)CCC3	.	-7.5%	.	-2.3%	-4.2%	.	-17.2%	-1.5%	50.3%[activator]
CCOc1ccccc1NC(=O)CCCNC(=O)Cn1cnc2sc(C)c(C)c2c1=O	-5.2%	-2.1%	11.0%	9.2%	5.3%	-1.3%	0.0%	-27.7%	1.8%
O=C(O)c1cccc(-n2c(-c3cnccn3)n[nH]c2=S)c1	1.8%	0.0%	10µM*	5.9%	29.6%	?	-15.8%	-0.2%	39.3%[activator]
COc1ccc(C2NC(=O)NC3=C2C(=O)CCC3)cc1 (configuration not stated)	-7.4%	i	-12.0%	-1.9%	12.3%	-4.0%	-10.5%	-1.8%	21.2%
Cc1cccc(NC(=S)N2CCC(N(C)CC3CCCO3)CC2)c1C (configuration not stated)	-1.4%	-8.1%	38.0%[59 µM]	1.6%	6.3%	-6.4%	-9.5%	3.6%	-1.3%[58.9 µM]
COc1cccc(O)c1CN1CCCC(C(=O)c2cccc(C(F)(F)F)c2)C1 (configuration not stated)	-3.6%	i	3.1%	4.3%	35.1%	-17.6%	-2.1%	15.0%	-2.6%
CC(=O)C(Sc1nc(-c2ccccc2Cl)nc2c1c(=O)n(C)c(=O)n2C)C(=O)N(C)C (configuration not stated)	1.4%	-7.7%	-40.7%[59 µM]	-8.7%	22.6%[57 µM]	1.4%	-15.6%	0.2%	7.1%
O=c1ccc(Cl)nn1-c1ccccc1	.	i	.	4.0%	-4.1%	.	?	-1.2%	52.0%[activator]
COc1ccc(-n2ncc3c2CC(C)(C)CC3NC(=O)CCN2CCCC2=O)cc1 (configuration not stated)	3.6%	-4.3%	-4.3%[0.0925 µM]	-6.0%	18.1%	-4.3%	-5.5%	4.8%	-19.9%
Cc1ccc(C2(C(F)(F)F)NC(=O)N3CCCN=C3S2)cc1 (configuration not stated)	-8.5%	-4.7%[11.5 µM]	-25.5%	-4.1%	25.6%	10.4%	-6.5%	-6.3%	28.0%
CC(C)(C)NCc1ccc(OCc2cccs2)cc1	-9.4%	i	5.0%[59 µM]	0.5%	41.4%[activator]	-4.6%	-9.6%	-3.9%	-8.8%
COc1ccc(CCNC(=O)c2cc(S(=O)(=O)N3CCCC(C)C3)cn2C)cc1OC (configuration not stated)	3.1%	7.1%	-2.8%[59 µM]	-1.5%	23.6%[57 µM]	-12.8%	-12.5%	-2.7%	16.7%
Oc1ccccc1C=NCCN=Cc1ccccc1O	0.9%	i	13.1%	-13.2%	15.5%	-31.9%	-16.2%[11.4 µM]	28.5%	10.6%
N#Cc1c(-c2ccccc2)cc(-c2ccccc2)nc1SCC(=O)Nc1ccc(Cl)cc1	-11.2%	1.6%	?	?	43.0%	11.7%	7.3%	-15.0%	-5.5%
Cn1nc(C(=O)OCC(=O)Nc2ccccc2OC(F)F)c2ccccc2c1=O	.	1.4%	.	9.4%	46.4%[activator]	.	-3.6%	1.6%	31.8%
Cc1ccc(CC2(OCCN(C)C)CCC(C(C)(C)C)CC2)cc1 (configuration not stated)	.	-3.9%	.	-6.1%	-13.1%	.	?	5.2%	1.9%
O=C(Cn1ccn(-c2ccc(F)c(F)c2)c(=O)c1=O)Nc1ccccc1F	-5.2%	-8.0%	-8.4%[59 µM]	5.7%	37.3%	2.1%	-7.6%	-10.5%	349.7%[activator]
CN(C)C(=O)COc1ccc(S(=O)(=O)c2ccc(OCC(=O)N(C)C)cc2)cc1	-2.4%	0.5%	50.1µM*	1.3%	38.3%	-1.9%	-10.6%	22.3%	-20.3%
COc1ccc(-c2cc(C(=O)N(C)CC(=O)Nc3cccc(F)c3)c3ccccc3n2)cc1	.	-6.0%	?	59.2%[activator]	0.4%	10.1%	-27.4%	2.6%	8.0%
Cc1ccc(-n2nc3c(=O)n(CCCC(=O)N4CCCCC4)nc(C)c3c2C)cc1	0.4%	5.0%	18.7%	4.2%	27.5%	-12.3%	6.9%	-2.1%	38.7%[activator]
CC1Cc2ccccc2N1C(=O)COc1nc2ccccc2nc1N1CCOCC1 (configuration not stated)	-2.6%	i	?	4.5%	39.7%[activator]	-4.7%	-7.4%	1.8%	-3.1%
CCOC(=O)c1cccc(NC(=O)c2ccc(F)cc2F)c1	.	-0.3%	.	4.0%	28.4%	.	-3.6%	15.5%	2.6%
COc1ccc(S(=O)(=O)NCc2ccc(C(=O)NCCCN3CC(C)CC(C)C3)cc2)cc1 (configuration not stated)	3.0%	-5.9%	2.2%	4.2%	12.2%	-13.5%	?	-5.0%	-10.3%

Limited to JMJD2A Tudor inh and Pin1 inhibitor, for two of the compounds above:
structure | JMJD2A Tudor inh | Pin1 inhibitor
COc1ccc(S(=O)(=O)NCc2ccc(C(=O)NCCCN3CC(C)CC(C)C3)cc2)cc1 (configuration not stated) | ? | 4.2%
CC(C)(C)NCc1ccc(OCc2cccs2)cc1 | -9.6% | 0.5%

Additional records follow:
SMILES	BLM helicase inh	PGK inhibitor	G9a inh	Pin1 inhibitor	HP1b binding inh	BAZ2B block	JMJD2A Tudor inh	GLS inhibitor	Pol iota inh
COC(=O)C1=C(C)NC(=O)NC1c1cccc(OC)c1OCc1ccccc1 (configuration not stated)	-0.3%	-0.9%	?	-2.8%	10.8%	2.6%	-6.8%	-4.2%	-10.8%
c1ccc(Cn2nnc(-c3ccccc3)n2)cc1	-0.3%	-3.3%	14.2%[59 µM]	-4.9%	148.9%[activator]	82.6%[activator]	80.6%[activator]	9.0%	-5.0%
CCCCOC(=O)Nc1ccc(S(=O)(=O)Nc2nccs2)cc1	-2.1%	i	-39.7%	-7.9%	22.2%	-6.4%	-6.9%	3.1%	-4.1%
CCc1cc(=O)oc2cc(C)cc(OCC(=O)N[C@@H](CSCc3ccccc3)C(=O)O)c12	0.9%	-1.2%	-9.0%[12.7 µM]	-13.6%	16.1%	1.5%	-21.8%	29.8%	-8.4%
Cc1cccc(-n2ncc3c(NC4CCCC4)ncnc32)c1	-5.4%	-0.7%	2.9%[59 µM]	-3.4%	0.0%	3.8%	-0.9%	-14.0%	-6.7%
COc1ccc(CN2CCC(CNS(=O)(=O)c3cccc(C(F)(F)F)c3)CC2)cc1	-1.6%	i	1.2%	-0.8%	14.5%	-1.0%	-10.2%	-18.6%	76.0%[activator]
CC(NC(=O)CSc1nnc(-c2cccc(S(=O)(=O)N3CCCCC3)c2)o1)C12CC3CC(CC(C3)C1)C2 (configuration not stated)	-7.0%	-8.2%	15.9%	-4.7%	21.6%	2.9%	-4.5%	0.0%	6.7%
O=C(Cc1ccccc1F)c1ccc(O)cc1O	-6.1%	-11.8%	-4.0%	1.2%	9.7%	2.7%	-12.7%	4.4%	56.2%[activator]
Cc1cc(C)n2nc(C(=O)Nc3ccc(S(=O)(=O)N4CCCC4)cc3)nc2n1	-1.5%	-4.5%	-7.9%	0.6%	-1.0%	-18.2%	-11.7%	-8.7%	42.3%[activator]
COc1ccc(C(CNC(=O)C2CC(=O)N(Cc3ccc(C)cc3)C2)N(C)C)cc1 (configuration not stated)	3.5%	4.7%	?	2.3%	40.3%	1.2%	-3.0%	-1.8%	-5.8%
O=C(CNC(=O)c1cccnc1)N=Nc1c(O)[nH]c2c(Br)cc(Br)cc12	-20.3%	-4.8%	-8.1%	-2.3%	31.8%	-38.0%	-21.6%	0.8%	-5.8%
CCN(CC)S(=O)(=O)c1ccc(N2CCOCC2)c(NC(=O)C23CC4CC(CC(Cl)(C4)C2)C3)c1	-5.8%	-5.3%	-16.0%[59 µM]	6.2%	15.0%	1.2%	-7.9%	-8.9%	17.7%
Cc1ccc(C)c(S(=O)(=O)Nc2nc3ccc(S(N)(=O)=O)cc3s2)c1	3.3%	-6.9%	10µM*	-7.0%	-15.5%	7.9%	50.1µM*	-2.7%	?
CCOC(=O)CC(NC(=O)c1ccc(C)cc1)c1ccc(C)cc1 (configuration not stated)	-2.5%	-1.1%	18.3%	-1.5%	27.8%	-30.5%	2.9%	-6.3%	13.2%
CN(CC(=O)Nc1ccccc1Br)C(=O)c1ccccc1Sc1ccccc1C#N	.	i	.	-3.1%	37.0%	.	-18.5%	4.1%	1.2%
